CCT chaperon mod = High-Throughput Screening for Modulators of Cytosolic Chaperonin Activity; purified chaperonin ATPase assay, HTRF ADP detection, 30 min; activity change, % (concentration not given with the values), hits read low; 0.3% of 360,000 active; AID 651819, 2012; in the data active means activity change below about -30%; further: on the % scale 0 is the no-effect control and ±100 the full control effect
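TRiC at 40 or 20 nM final (batch-dependent) in 30 mM Tris pH 7.4, 100 mM KCl, 5 mM MgCl2, 1 mM DTT, with compound at single 76 uM and 10 uM ATP, 30 min at 37 deg C. ADP detected by HTRF Transcreener, 665/615 ratio.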
EPAC2 agonist = qHTS for Agonist of cAMP-regulated guanine nucleotide exchange factor 4 (EPAC2): primary screen. Potency, µM (titrated, usually from 154 µM), for the others: top-dose activation, actives largely listed as activators. 0.079% of 360,000 active. AID 720711, 2013. EPAC2 activation, biochemical qHTS; response scale: 100% = 6.5 mM cAMP response. Rap guanine nucleotide exchange factor 4 (Homo sapiens), Q8WZA2; further: potency means the concentration at half of the fitted maximal effect; nearly all actives have a fitted effect of over 50% in size
Target sequence (Q8WZA2 whole entry, looked up): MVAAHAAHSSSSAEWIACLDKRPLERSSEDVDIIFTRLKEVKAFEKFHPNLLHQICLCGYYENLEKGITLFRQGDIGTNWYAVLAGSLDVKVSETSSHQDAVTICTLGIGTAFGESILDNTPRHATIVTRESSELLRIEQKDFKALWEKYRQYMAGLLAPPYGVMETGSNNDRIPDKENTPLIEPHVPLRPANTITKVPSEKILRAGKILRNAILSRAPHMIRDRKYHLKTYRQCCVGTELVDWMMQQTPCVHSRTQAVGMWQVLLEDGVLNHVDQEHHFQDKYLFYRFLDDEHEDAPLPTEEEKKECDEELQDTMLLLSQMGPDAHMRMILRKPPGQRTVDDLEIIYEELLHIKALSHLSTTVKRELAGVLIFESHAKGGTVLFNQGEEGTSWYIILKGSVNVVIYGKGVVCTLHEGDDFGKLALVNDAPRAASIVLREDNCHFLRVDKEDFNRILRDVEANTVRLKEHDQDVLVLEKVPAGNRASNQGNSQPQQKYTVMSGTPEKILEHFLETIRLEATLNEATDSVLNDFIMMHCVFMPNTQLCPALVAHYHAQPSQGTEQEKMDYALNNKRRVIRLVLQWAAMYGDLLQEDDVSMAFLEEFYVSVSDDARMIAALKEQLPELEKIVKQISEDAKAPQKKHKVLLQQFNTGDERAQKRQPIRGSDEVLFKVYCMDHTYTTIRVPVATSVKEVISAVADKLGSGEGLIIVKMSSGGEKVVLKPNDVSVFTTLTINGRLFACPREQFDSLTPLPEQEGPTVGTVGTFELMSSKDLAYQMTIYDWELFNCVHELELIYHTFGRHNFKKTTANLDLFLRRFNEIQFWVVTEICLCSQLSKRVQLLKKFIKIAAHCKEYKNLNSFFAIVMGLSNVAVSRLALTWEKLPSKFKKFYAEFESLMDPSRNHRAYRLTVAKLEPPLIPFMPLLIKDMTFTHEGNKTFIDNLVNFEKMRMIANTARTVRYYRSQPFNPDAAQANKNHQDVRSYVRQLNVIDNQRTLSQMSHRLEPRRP
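Exchange assay: 100 nM EPAC2 with 250 nM Rap1B-BODIPY-GDP and 50 uM GDP. Fluorescence (ex 480/em 540 nm) read every 5 min for 30 min at room temperature. Data normalized to 6.5 mM cAMP as agonist control.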
Nrf2 activator = qHTS of Nrf2 Activators | 0.31% of 410,000 active | AID 624171, 2012 | AREc32 ARE-luciferase reporter (MCF7-derived line), luminescence, 24 h | Potency, µM (series often up to 46.1 µM), for inactives: at the highest dose activation, most hits filed as activators; further: potency means the concentration at half of the fitted maximal effect; % of control where 0% means no effect; nearly all actives have a fitted effect of over 65% in size
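AREc32 cells carrying an ARE-driven firefly luciferase reporter were seeded at 1000 cells/well in OPTI-MEM with 5% FBS, then exposed to compound for 24 hr at 37 deg C. Luminescence was read with Steady-Glo after 30 min at RT.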
Nrf2 inh = Nrf2 qHTS screen for inhibitors; A549 ARE-Fluc reporter, luciferase luminescence, 18-24 h; Potency, µM (top dose mostly 46 µM), without a hit: at the highest dose activity change, negative = inhibition, hits mostly inhibitors; 2.1% of 360,000 active; AID 504444, 2011; further: potency means the concentration at half of the fitted maximal effect; on the % scale 0 is the no-effect control and ±100 the full control effect; nearly all actives have a fitted effect of over 60% in size
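Concentration-response testing used A549 ARE_Fluc cells at 5000 cells/well. Following an 18-24 h compound incubation, viability was read by fluorescence (Ex 405/Em 525) and luciferase output by luminescence.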
A549 tox = Nrf2 qHTS screen for inhibitors: counterscreen for cytotoxicity | 0.16% of 390,000 active | AID 504648, 2011 | A549 ARE-Fluc cells, CellTiter-Fluor viability, 18-24 h | Potency, µM (doses to about 46 µM), for inactives: at the highest dose activity change, negative = cytotoxicity, most hits filed as inhibitors; further: potency means the concentration at half of the fitted maximal effect; on the % scale 0 is the no-effect control and ±100 the full control effect
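A549 ARE_Fluc cells in 5% FBS OPTI-MEM were exposed to compounds in concentration-response for 18-24 h at 37 deg C. Viability was read by CellTiter-Fluor fluorescence (Ex 405/Em 525) after 30 min, before the luciferase read.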
EPAC2 antagonist = qHTS for Antagonist of cAMP-regulated guanine nucleotide exchange factor 2 (EPAC2): primary screen. EPAC2 GEF exchange of Rap1B-BODIPY-GDP, fluorescence. Potency, µM (titrated, usually from 114 µM), inactives show at the top dose activity, negative = inhibition, most hits filed as inhibitors. Rap guanine nucleotide exchange factor 4 (Homo sapiens), Q8WZA2. AID 720708, 2013. 0.18% of 360,000 active; further: potency means the concentration at half of the fitted maximal effect; on the % scale 0 is the no-effect control and ±100 the full control effect; nearly all actives have a fitted effect of over 45% in size; many of its hits are not listed in these tables
TGFb inhibitor = qHTS for Inhibitors of TGF-b; HepG2 CAGA-GFP TGF-b/SMAD3 reporter, GFP fluorescence, 18 h; TGF-beta stimulated, 500 pg/mL final; Potency, µM (series often up to 46.1 µM), without a hit: at the top dose activity, negative = inhibition, hits mostly inhibitors; 1.2% of 410,000 active; further: potency means the concentration at half of the fitted maximal effect; on the % scale 0 is the no-effect control and ±100 the full control effect; nearly all actives have a fitted effect of over 65% in size
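HEPG2 CAGA-GFP cells (1000/well, DMEM with 1% FBS) were pre-incubated 2 h at 37 degrees C, given compound by pin tool, then stimulated with TGF-beta at 500 pg/mL final for 18 h before per-cell GFP fluorescence imaging.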
Akt phos inh = HTS Assay for Inhibitors of Akt Phophorylation: Primary Screen | Neuro2A IGF-stimulated pAkt S473 HTRF, 20 min; hits give low values | activity change, % for hits at 50 µM | 0.32% of 360,000 active; in the data active means activity change below about -80%; inconclusive means mostly about -51% to -80%; further: on the % scale 0 is the no-effect control and ±100 the full control effect
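Neuro2A cells in DMEM with 0.5% FBS, overnight at 37 deg C, given compound at single 50 µM final, then IGF (6 nM final) for 20 min at 37 deg C. Lysed; phospho-Akt Ser473 by HTRF after 24 h, 665/615 ratio.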
Mm-Cpn inhibitor = Inhibitors of TCP-1 ring complex (TRiC) of Methanococcus maripaludis (MmCpn): qHTS; Chaperonin Mm-Cpn (Methanococcus maripaludis); purified Mm-Cpn ATPase, ADP Transcreener TR-FRET; Potency, µM (doses to about 76.9 µM), for inactives: top-dose activity, negative = inhibition, usual class: inhibitors; 0.031% of 330,000 active; further: potency means the concentration at half of the fitted maximal effect; on the % scale 0 is the no-effect control and ±100 the full control effect; nearly all actives have a fitted effect of over 80% in size
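Purified archaeal Mm-CPN (25nM final) preincubated 10 min at 37degC with compound, then 10uM ATP for 30 min at 37degC; ADP measured by HTRF Transcreener TR-FRET; buffer 30 mM TRIS pH 7.4, 100mM KCl, 5mM MgCl2, 1mM DTT.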
An asterisk follows results filed as active; i = inactive; ? = inconclusive; · = no result given; [ ] = another dose, or the depositor's remark. Unless noted, the call rests on the fitted dose curve; in most records, active means well fitted curve in the direction sought with a large enough effect; inconclusive means small, poorly fitted or top-dose-only effect, or another doubt; inactive means no such curve, though single readings can be large; an effect the other way counts as inactive or inconclusive.

SMILES	CCT chaperon mod	EPAC2 agonist	Nrf2 activator	Nrf2 inh	A549 tox	EPAC2 antagonist	TGFb inhibitor	Akt phos inh	Mm-Cpn inhibitor
OCC[C@H]1C[C@@H](O)[C@H](O)[C@]2(OCCc3ccccc32)O1	-2.4	-1%	-1.3%	-11%	5%	8%	19%	i	-1%
CC(=O)Nc1ccc(Nc2nc3ccccc3n3cnnc23)cc1	0.1	2%	0.4%	?	0%	7%	7%	i	-4%
CN(Cc1ccccc1NCC(=O)Nc1ccccc1C#N)C1CCCCC1	0.0	8%	10%	19%	0%	9%	12%	i	2%
CCCSc1nc(C)c(CC(=O)OCC)c(=O)[nH]1	-0.8	2%	-0.2%	4%	4%	3%	5%	i	-4%
Cc1cccc(NC(=S)NCc2ccccn2)c1	-1.7	-7%	6.2%	?	-1%	-1%	-10%	i	-26%
Cc1cc(C)nc(SCCC(=O)Nc2ccccc2C)n1	-7.2	6%	-0.7%	-9%	-7%	10%	5%	i	0%
O=C1CSC(c2ccncc2)N1Cc1ccccc1 (stereo not given)	0.3	0%	-0.5%	-5%	4%	-10%	1%	i	1%
CCc1ccc2oc(-c3ccc(N)cc3)nc2c1	-3.3	8%	?	·	-4%	-6%	-7%	i	-2%
COC(=O)c1c(NC(=O)CCCC(=O)O)sc2c1CCCCC2	-2.3	11%	-1.4%	5.2µM*	4%	-9%	6%	i	-3%
Cc1nc(-c2ccccn2)nc(N2CCOCC2)c1Cl	0.6	16%	0.4%	16%	2%	-5%	-20%	i	-6%
CC(NC(=O)COc1cccnc1[N+](=O)[O-])c1ccc(Cl)cc1Cl (stereo not given)	-2.7	10%	-0.5%	-5%	-2%	-17%	-4%	i	-1%
Cc1cc(C)c2oc(C(=O)Nc3ccc(S(=O)(=O)Nc4nccs4)cc3)cc(=O)c2c1	4.5	-9%	1.8%	?	-2%	-28%	-3%	i	0%
O/N=C1\CCCc2nnc3c(c21)CCCC3	-0.8	5%	0.4%	-36%	-5%	8%	6%	i	-1%
Cc1ccccc1NC(=O)C[n+]1cc(-c2ccccc2)n2c1CCC2	0.3	4%	0.1%	1%	4%	-3%	-1%	i	-2%
CCN1C(=O)[C@H]2[C@@H](c3ccc(C)cc3)N3C(=O)N(c4cccc(Br)c4)C(=O)[C@@]3(CC)[C@H]2C1=O	1.9	1%	-0.6%	1%	-8%	1%	3%	i	2%
Cc1ccc(-c2nc3c(=O)n(-c4ccccc4)c4c(c(=O)n(C)c(=O)n4C)c3o2)cc1	-1.2	0%	-0.8%	?	-4%	-3%	3%	i	0%
Cc1cc(C)nc(SC(C(=O)O)c2ccccc2)n1 (stereo not given)	2.8	1%	0.1%	2%	0%	-28%	12%	i	1%
COc1ccc(N2CCN(C(=O)CCS(=O)(=O)c3ccc(C)cc3)CC2)cc1	-0.4	-1%	-0.3%	-10%	9%	2%	-22%	i	-4%
COC(=O)C(Cc1c[nH]c2ccccc12)NC(=O)CNC(C)=O (stereo not given)	-5.6	19%	-0.3%	-14%	-18%	1%[57.1 µM]	34%	i	2%
COc1ccc(-c2nc(SCC(=O)NCC3CCCO3)c(-c3ccc(Cl)cc3)[nH]2)cc1 (stereo not given)	·	·	3.2%	?	-5%	·	-28%	·	·
O=c1cc(CSc2nnnn2-c2ccccc2)nc2scc(-c3ccccc3)n12	-2.5	2%	0.1%	11%	-5%	-8%	-21%	i	?
COc1ccccc1N1CCN(/N=C(\C)c2ccccc2O)CC1	-1.4	11%	7.4%	-14%	0%	-8%	3%	i	-5%
CCN(C(=O)c1ccc(=O)n(C)n1)c1c(N)n(Cc2ccccc2)c(=O)[nH]c1=O	-3.1	7%	-0.7%	3%	-7%	5%	-1%	i	-2%
Cc1cc(C)c(S(=O)(=O)NCc2cn3c(C)csc3n2)cc1C	-0.7	6%	0.2%	-7%	-8%	-8%	14%	i	0%
CCN(CC)CCOC(=O)c1ccc(NC(=O)Cn2ncc3c2-c2cc(C)ccc2OC3)cc1	·	·	4.1%	8%	-9%	·	-39%	·	·

Some of these compounds in order of length of the SMILES, rising.
SMILES	CCT chaperon mod	EPAC2 agonist	Nrf2 activator	Nrf2 inh	A549 tox	EPAC2 antagonist	TGFb inhibitor	Akt phos inh	Mm-Cpn inhibitor
O/N=C1\CCCc2nnc3c(c21)CCCC3	-0.8	5%	0.4%	-36%	-5%	8%	6%	i	-1%
Cc1cc(C)c(S(=O)(=O)NCc2cn3c(C)csc3n2)cc1C	-0.7	6%	0.2%	-7%	-8%	-8%	14%	i	0%
O=c1cc(CSc2nnnn2-c2ccccc2)nc2scc(-c3ccccc3)n12	-2.5	2%	0.1%	11%	-5%	-8%	-21%	i	?
Cc1cc(C)c2oc(C(=O)Nc3ccc(S(=O)(=O)Nc4nccs4)cc3)cc(=O)c2c1	4.5	-9%	1.8%	?	-2%	-28%	-3%	i	0%
CCN1C(=O)[C@H]2[C@@H](c3ccc(C)cc3)N3C(=O)N(c4cccc(Br)c4)C(=O)[C@@]3(CC)[C@H]2C1=O	1.9	1%	-0.6%	1%	-8%	1%	3%	i	2%

Back to the main list, repeating the 2 entries before the break.
SMILES	CCT chaperon mod	EPAC2 agonist	Nrf2 activator	Nrf2 inh	A549 tox	EPAC2 antagonist	TGFb inhibitor	Akt phos inh	Mm-Cpn inhibitor
Cc1cc(C)c(S(=O)(=O)NCc2cn3c(C)csc3n2)cc1C	-0.7	6%	0.2%	-7%	-8%	-8%	14%	i	0%
CCN(CC)CCOC(=O)c1ccc(NC(=O)Cn2ncc3c2-c2cc(C)ccc2OC3)cc1	·	·	4.1%	8%	-9%	·	-39%	·	·
CCn1c(=O)c(C(=O)NNC(=O)Cc2ccccc2)c(O)c2ccccc21	-1.8	7%	-0.3%	0%	-11%	1%	9%	i	0%
CC[C@H](C)[C@@H](CN[C@H](CCCCNC)CNC)NCC1CCCC1	-0.7	5%	0.1%	11%	-14%	2%	-24%	i	0%
Cn1cccc1C(=O)NC(=O)COC(=O)c1cc(Cl)ccc1[N+](=O)[O-]	-4.9	11%	4.7%	5%	-3%	2%	0%	i	0%
Cc1ccc(C2NC(=S)N3C(c4ccc(C)cc4)NC(=S)N23)cc1 (stereo not given)	-2.0	11%	4.9%	·	·	-6%	-5%	i	·
Cc1ccccc1Cn1ccc(NC(=O)c2cc3nc(-c4ccco4)cc(C(F)(F)F)n3n2)n1	-9.8	-6%	0.5%	?	-8%	8%	-12%	i	-4%
CCc1ccc(NC(=S)N2CCCCCCC2)cc1	-2.6	4%	0.5%	?	3%	7%	-4%	i	3%
O=C(COC(=O)C1=COCCO1)Nc1cccc(Oc2ccccc2)c1	1.1	19%	3.3%	15%	5%	10%	?	i	2%
Cc1cc(C(=O)NNC(=O)/C=C/c2ccco2)c(C)o1	1.1	14%	-0.4%	14%	-13%	-2%	-7%	i	2%
Cc1ccc(NC(=O)Cn2c(=O)c(C(F)(F)F)nc3ccccc32)c(C)c1	·	·	0.4%	?	-1%	·	?	·	·
c1cnc(NC2C3CC4CC(C3)CC2C4)nc1 (stereo not given)	-1.8	4%	0.4%	-11%	-4%	-5%	7%	·	-3%
COc1ccc(-c2noc(CCC(=O)NCc3cc(Br)ccc3OC)n2)cc1	-2.3	-6%	-0.1%	·	-2%	15%	-9%	i	·
O=C(Nc1ccccn1)c1ccc(-c2ccccc2)cc1	-1.5	11%	2.8%	?	1%	-5%	-17%	i	-1%
CC1=C(C#N)C(NC(=O)c2ccc(C)cc2)(C(F)(F)F)C(=O)N1 (stereo not given)	-0.2	-3%	-0.8%	-3%	3%	9%	-5%	i	-2%
Cc1cccc(NC(=O)/C(C#N)=C\c2ccc(C(=O)O)cc2)c1	-1.9	0%	2.8%	-10%	-4%	7%	?	i	-1%
CN(C(=O)COC(=O)/C=C/c1ccc2c(c1)OCO2)c1c(N)n(Cc2ccccc2)c(=O)[nH]c1=O	1.0	-8%	2.3%	3%	2%	8%	-2%	i	0%
C[C@H](CO)N1C[C@H](C)[C@@H](CN(C)C(=O)Nc2ccc3c(c2)OCO3)Oc2c(NS(=O)(=O)c3ccc(F)cc3)cccc2C1=O	-1.6	6%	3.4%	8%	-3%	-2%	13%	i	0%
COc1ccccc1N1CC(C)(C)C(=O)N(C(=O)c2ccc(C)cc2)C1=S	-0.9	10%	5.1%	1%	-15%	0%	10%	i	5%
C=CCn1c(C)nnc1SCC(=O)c1[nH]c(C)c(C(C)=O)c1C	-1.6	0%	0.4%	-10%	0%	9%	0%	i	1%
Cc1ccc2cc(CCNS(=O)(=O)c3ccc(F)cc3)c(=O)[nH]c2c1C	-0.8	10%	-0.5%	?	-5%	-2%	-9%	i	-1%
CCN(CC)c1ccc(NC(=O)COC(=O)CCC(=O)c2cccs2)cc1	1.1	12%	0.0%	5%	12%	10%	13%	i	-3%
Nc1c(C(=O)N/N=C/c2cccnc2)oc2nc(-c3ccccc3)cc(-c3ccco3)c12	1.0	-70%[inhibitor]	7.1%	-29%	0%	-18%	33%[activator]	i	1%
Cc1ccc(-c2nnn(Cc3nc(N)nc(N4CCOCC4)n3)n2)cc1	2.4	2%	-0.4%	?	-6%	0%	-3%	·	0%

Compound activity deposited in PubChem by National Center for Advancing Translational Sciences (NCATS).

An excerpt; rates above refer to the full screens.
